3T3 cytotox: kills NIH 3T3 cells; Potency, µM (top dose mostly 96.7 µM), without a hit: top-dose activity change, negative = cytotoxicity, usual class: inhibitors; NIH 3T3 viability, CellTiter-Glo ATP luminescence, 48-72 h; 4.3% of 94,000 active; AID 1345082; further: potency means the concentration at half of the fitted maximal effect; nearly all actives have a fitted effect of over 55% in size
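Cytotoxicity was measured by CellTiter-Glo ATP luminescence after 48 or 72 h compound exposure at 37 °C. Mouse NIH 3T3 fibroblasts were seeded at 400 cells/well and dosed by 23 nL pin transfer.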
FLuc inh: Photinus pyralis luciferase inhibition; P08659; purified P. pyralis luciferase, luminescence, biochemical; Potency, µM (titrated, usually from 115 µM), without a hit: at the top dose activity change, negative = inhibition, most hits filed as inhibitors; 2.5% of 76,000 active; further: potency means the concentration at half of the fitted maximal effect; nearly all actives have a fitted effect of over 65% in size
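Purified P. pyralis luciferase (10nM final) in 50mM Tris acetate pH 7.5, 10mM Mg acetate, 0.01% Tween-20, 0.05% BSA with 10uM D-luciferin and 10uM ATP. Compounds titrated qHTS. Luminescence imaged on CCD.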
HEK293 tox: HEK 293 cell cytotoxicity; AID 1345083; HEK 293 viability, ATP luminescence (CellTiter-Glo), 48-72 h; 6.6% of 94,000 active; Potency, µM (series often up to 115 µM), for inactives: top-dose activity change, negative = cytotoxicity, usual class: inhibitors; further: potency means the concentration at half of the fitted maximal effect; nearly all actives have a fitted effect of over 60% in size
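CellTiter-Glo luminescence (cellular ATP) was read after 48 or 72 hr of compound exposure at 37 degree Celsius. Cells were HEK 293 plated at 250 cells/well.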
HEK293 viab: counter-screen for SNCA expression inhibitors: cell viability; HEK-293-SNCA-luc viability, GF-AFC fluorescence, 24 h; Potency, µM (titrated, usually from 57.1 µM), inactives show top-dose activity change, negative = cytotoxicity, usual class: cytotoxic; 0.12% of 150,000 active;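 further: potency means the concentration at half of the fitted maximal effect; 0% = DMSO-treated cells and -100% = medium-only wells without cells; nearly all actives have a fitted effect of over 30% in size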
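Cytotoxicity counterscreen: after 24 h compound treatment of genome-edited SNCA-luciferase HEK-293 cells, live-cell protease substrate GF-AFC read by fluorescence after 30 min; activity scaled between DMSO (0%) and medium-only (-100%), curves Hill-fitted.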
IP6K1 inh: blocks human inositol hexakisphosphate kinase 1 | IP6K1 kinase, ADP-Glo luminescence, 2 h; active compounds read low | activity change, % (series mostly up to about 58 µM) | 0.81% of 140,000 active | AID 1645851; in the data active means activity change below about -25%
Target sequence (Q92551 whole entry, looked up): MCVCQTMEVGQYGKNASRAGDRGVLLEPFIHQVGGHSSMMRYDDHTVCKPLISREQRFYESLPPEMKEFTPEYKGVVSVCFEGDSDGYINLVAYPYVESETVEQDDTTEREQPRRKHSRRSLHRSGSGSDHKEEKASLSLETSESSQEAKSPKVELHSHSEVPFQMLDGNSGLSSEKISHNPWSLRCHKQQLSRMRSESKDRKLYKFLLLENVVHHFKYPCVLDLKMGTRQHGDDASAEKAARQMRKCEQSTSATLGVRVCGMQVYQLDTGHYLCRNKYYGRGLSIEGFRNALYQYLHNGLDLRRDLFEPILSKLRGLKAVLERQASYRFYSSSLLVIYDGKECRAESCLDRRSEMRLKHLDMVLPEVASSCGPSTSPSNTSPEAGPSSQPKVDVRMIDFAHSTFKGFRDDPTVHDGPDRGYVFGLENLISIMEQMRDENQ
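ADP-Glo luminescence measures ADP made by human IP6K1 during a 2 h RT reaction with ATP/IP6 (mix at 1.3 mM/130 uM); top library doses 57.5 and 19.1 uM final.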
SNCA expr inh: inhibitors of alpha-synuclein (SNCA) gene expression | 0.17% of 140,000 active | HEK-293 SNCA-luciferase knock-in, luminescence, 24 h | Potency, µM (titrated, usually from 57.2 µM), inactives show at the top dose activity change, negative = inhibition, most hits filed as inhibitors | AID 1671194;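 further: potency means the concentration at half of the fitted maximal effect; plate controls were DMSO cells for no effect and cell-free wells for full effect; nearly all actives have a fitted effect of over 45% in size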
GPT2 inhibitor: blocks human glutamate pyruvate transaminase 2. Recombinant GPT2, coupled pyruvate oxidase/HRP Amplex Red fluorescence. Potency, µM (doses to about 57.7 µM), inactives show at the top dose activity change, negative = inhibition, actives largely listed as inhibitors. 0.25% of 100,000 active. AID 1671188; further: potency means the concentration at half of the fitted maximal effect; nearly all actives have a fitted effect of over 60% in size; many of its hits are not listed in these tables
Target sequence (Q8TD30 whole entry, looked up): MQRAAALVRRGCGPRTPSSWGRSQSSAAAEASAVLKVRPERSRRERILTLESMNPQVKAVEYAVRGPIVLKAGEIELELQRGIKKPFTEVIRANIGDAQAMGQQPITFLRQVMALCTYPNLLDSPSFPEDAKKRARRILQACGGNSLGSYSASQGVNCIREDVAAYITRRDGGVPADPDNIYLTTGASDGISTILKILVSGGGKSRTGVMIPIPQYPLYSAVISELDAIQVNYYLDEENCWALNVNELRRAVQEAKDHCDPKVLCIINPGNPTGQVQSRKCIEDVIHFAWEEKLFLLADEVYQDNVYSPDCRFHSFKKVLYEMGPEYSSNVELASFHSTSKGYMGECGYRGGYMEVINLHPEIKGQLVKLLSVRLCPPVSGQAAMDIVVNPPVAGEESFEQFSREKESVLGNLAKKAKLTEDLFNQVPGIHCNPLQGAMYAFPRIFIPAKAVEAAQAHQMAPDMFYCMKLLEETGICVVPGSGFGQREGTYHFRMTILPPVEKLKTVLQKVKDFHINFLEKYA
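Fluorescence read-out: pyruvate from GPT2 turnover coupled to pyruvate oxidase, HRP and Amplex Red (0.2mM ThPP, 0.2U/mL PO and HRP, 50uM Amplex final). Substrates 250uM a-KG, 2mM L-alanine; enzyme 10ng/uL; 30 min RT.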
Numbers without * were called inactive; i = inactive; ? = inconclusive; · = no result given; & = joins results of further samples; [ ] = remark or other dose. Unless noted, the call rests on the fitted dose curve; in most records, active means well fitted curve in the direction sought with a large enough effect; inconclusive means small, poorly fitted or top-dose-only effect, or another doubt; inactive means no such curve, though single readings can be large; an effect the other way counts as inactive or inconclusive. Unless noted, on the % scale 0 is the no-effect control and ±100 the full control effect.

Key to letters: A = 3T3 cytotox; B = FLuc inh; C = HEK293 tox; D = HEK293 viab; E = IP6K1 inh; F = SNCA expr inh; G = GPT2 inhibitor
> COc1ccc(-c2cc(C(=O)NCc3ccccc3Cl)c3cnn(C)c3n2)cc1
  A = ? | B = · | C = ? | D = 7.8% | E = 8.5 | F = -11.9% | G = i

> O=C(Cc1ccccc1)N1CCC2(CNS(=O)(=O)c3cccnc3O2)C1 (centres undefined)
  A = ? | B = · | C = -29.4% | D = -0.5% | E = 9.8 | F = 10.1% | G = 4.2%

> Cc1noc([C@@H]2CN(C(=O)c3ccc4[nH]ccc4c3)C[C@H]2CO)n1
  A = 2.4% | B = 6.6% | C = i | D = 2.4% | E = -12.4 | F = 10.2% | G = i

> N#Cc1ccc(S(=O)(=O)N2CCCOCCNC(=O)[C@@H]3CCC[C@@H]32)cc1
  A = -12.0% | B = 1.3% | C = -2.3% | D = -1.3% | E = 20.5 | F = 43.9%[activator] | G = i

> O=C1[C@@H]2C[C@@H](CN2C(=O)C2CCOCC2)Oc2ccccc2N1Cc1ccccc1
  A = -31.7%[138 µM] | B = -24.8%[172 µM] | C = -49.0%[172 µM] | D = 0.4%[87.6 µM] | E = -13.6 | F = 32.5%[87.6 µM] | G = i

> COC(=O)CC[C@H]1CNC(=O)[C@@H]2[C@@H](CCN2Cc2ncc[nH]2)N1C
  A = -1.6%[174 µM] | B = 2.3%[172 µM] | C = 0.9%[172 µM] | D = 2.4%[87.6 µM] | E = -6.2 | F = -14.6%[87.6 µM] | G = 1.9%[88.5 µM]

> CC(=O)Nc1ccc(CC(=O)NCCc2noc(C3CC3)n2)cc1
  A = 3.0% | B = -6.9% | C = -11.5% | D = -10.9%[12.5 µM] | E = -3.6 | F = -20.7% | G = i

> CN1CCN([C@H]2CCN(C(=O)c3ccc(N(C)C)nc3)C[C@H]2CCC(=O)O)CC1
  A = -6.4% | B = -2.3% | C = -0.3% | D = 3.4% | E = 12.0 | F = -22.5% | G = i

> COc1ccc(NC(=O)c2ccc3c(c2)N(C)C2CCCCN2C3=O)cc1OC (centres undefined)
  A = ? | B = -19.8% | C = ? | D = -3.3%[12.5 µM] | E = 12.6 | F = -9.4% | G = 3.1%

> COc1ccc(S(=O)(=O)c2c(Nc3ccc(F)cc3)sc(C(=O)c3ccc(C)cc3C)c2N)cc1
  A = · | B = · | C = · | D = -8.1% | E = -11.2 | F = -24.4% | G = ·

> COc1ccc(OC)c(NC(=O)C2CCCN(S(=O)(=O)c3ccc4c(c3)CCCC(=O)N4)C2)c1 (centres undefined)
  A = · | B = · | C = · | D = -2.6% | E = 16.1 | F = 17.1% | G = ·

> COC(=O)c1ccccc1NC(=O)Cn1c(=O)nc(-c2ccccc2)c2cc(Cl)ccc21
  A = · | B = · | C = · | D = -0.6% | E = -10.9 | F = 27.1% | G = ·

> COc1ccc(-c2nc(C)nc3c2CN([S+](=O)([O-])c2ccccc2)CC3)cc1
  A = 35.5µM* | B = · | C = i | D = -4.1% | E = -1.0 | F = 43.8%[activator] | G = i

> CC(C)C(=O)N1CCC(Oc2ccccc2-c2nc(C3CC3)no2)C1 (centres undefined)
  A = -30.2% | B = -2.9% | C = -19.1% | D = -13.2% | E = -13.1 | F = 31.6%[activator] | G = i

> CN(Cc1ccc(C(F)(F)F)cc1)C1CCc2ccccc21 (centres undefined)
  A = ? | B = -5.6%&-3.4%&-11.3%&8.5%[172 µM] | C = ? | D = 12.7%&4.2%&16.4%&-6.0%[87.6 µM] | E = 6.2&0.2&-2.0&-12.3 | F = 1.7%&-3.3%&-16.7%&-2.1%[87.6 µM] | G = 2.4%&4.6%[88.5 µM]

> COc1ccc(S(=O)(=O)NC(C)(C)C)cc1-c1nnc2c3ccccc3c(C)nn12
  A = · | B = · | C = · | D = 7.3% | E = -10.6 | F = 44.9%[activator] | G = ·

> O=C1NCCCCCCN(Cc2ccncc2)[C@@H]2CN(C3CCOCC3)CC[C@H]12
  A = -13.6% | B = 7.1% | C = -22.1% | D = 3.1% | E = 27.0 | F = -1.6% | G = i

> CCCCc1nc(SCC(=O)Nc2ccc(S(N)(=O)=O)cc2)n[nH]1
  A = · | B = · | C = · | D = 6.5% | E = 5.2 | F = -2.8% | G = ·

> COCC(=O)NC1CCC12CCN(C(=O)c1cc3ccccc3[nH]1)CC2 (centres undefined)
  A = -19.9% | B = -12.7% | C = -24.5% | D = ? | E = -2.6 | F = 4.2% | G = -21.7%

> C[C@@H](O)[C@H](N)C(=O)NCc1nc(-c2cccc(F)c2)c(-c2ccccn2)[nH]1
  A = i | B = -1.3% | C = ? | D = -19.3% | E = -0.5 | F = 3.1% | G = -12.1%

> OCC1(CN2CCCC2)CCN(Cc2cccc(O)c2)CC1
  A = -14.2% | B = -6.5% | C = -24.0% | D = 3.1% | E = -0.4 | F = 3.9% | G = -6.7%

> Oc1ccc(-c2nc3ccc(Cl)cn3c2Nc2ccc3c(c2)OCO3)cc1
  A = · | B = · | C = · | D = 5.8% | E = 5.5 | F = 22.6% | G = ·

> COc1ccc(-c2ccccc2C(=O)NC2CC2)nn1
  A = -0.2%[138 µM] | B = · | C = i | D = · | E = 0.4 | F = · | G = ·

> Cc1noc(C)c1CCC(=O)N(C)C1CCc2nn(CC3CC3)c(=O)n2CC1 (centres undefined)
  A = -2.5% | B = 5.1% | C = 4.1% | D = 6.6% | E = -6.8 | F = 8.1% | G = i

> Cc1ccsc1CN1CCc2nnc([C@@H]3C[C@@H](O)CN3C)n2CC1
  A = -11.0% | B = -10.3% | C = -5.9% | D = -4.0% | E = -1.4 | F = -16.5% | G = -25.0%

Reprinted at random: 2 compounds from above
Key to letters: A = 3T3 cytotox; B = FLuc inh; C = HEK293 tox; D = HEK293 viab; E = IP6K1 inh; F = SNCA expr inh; G = GPT2 inhibitor
> COc1ccc(S(=O)(=O)NC(C)(C)C)cc1-c1nnc2c3ccccc3c(C)nn12
  A = · | B = · | C = · | D = 7.3% | E = -10.6 | F = 44.9%[activator] | G = ·

> COc1ccc(NC(=O)c2ccc3c(c2)N(C)C2CCCCN2C3=O)cc1OC (centres undefined)
  A = ? | B = -19.8% | C = ? | D = -3.3%[12.5 µM] | E = 12.6 | F = -9.4% | G = 3.1%

(list continues)
Key to letters: A = 3T3 cytotox; B = FLuc inh; C = HEK293 tox; D = HEK293 viab; E = IP6K1 inh; F = SNCA expr inh; G = GPT2 inhibitor
> O=C(NCc1ccco1)C1CCCN(c2cnn(Cc3ccccc3)c(=O)c2)C1 (centres undefined)
  A = -20.3% | B = 5.3% | C = -10.3% | D = ? | E = 15.5 | F = -9.0% | G = i

> O=C1CC2CCN(C(=O)C3CCCCC3)CC2CCN1 (centres undefined)
  A = i | B = · | C = -3.6%[172 µM] | D = -0.1%[87.6 µM] | E = -13.5 | F = 6.5%[87.6 µM] | G = 1.9%[88.5 µM]

> Cc1cc(NC(=O)Cn2ccn3nc(-c4ccccc4)c(CO)c3c2=O)no1
  A = -14.0% | B = 0.0% | C = 5.7% | D = 2.5% | E = 8.8 | F = -3.6% | G = -8.9%

> CN(C)C(=O)N1CCN(c2cc(Cl)ncn2)C(=O)C1
  A = ? | B = · | C = -0.4%[172 µM] | D = -1.8%[87.6 µM] | E = 6.4 | F = 16.8%[87.6 µM] | G = -8.7%[88.5 µM]

> CN1C(=O)c2ccccc2-n2c(nc3ccccc3c2=O)/C1=C/c1ccccc1
  A = · | B = · | C = · | D = -24.3% | E = 9.4 | F = · | G = -0.9%[27.3 µM]

> O=C(NCc1ccc(F)cc1)c1ccc2nnc(Cc3ccco3)n2c1
  A = ? | B = · | C = -10.1% | D = 14.3%[87.6 µM] | E = -20.2&2.7 | F = ? | G = -5.0%[88.5 µM]

> COc1ccccc1CNC(=O)CCC1N=C2c3ccccc3N=C(SCc3ccc(Cl)cc3)N2C1=O (centres undefined)
  A = · | B = · | C = · | D = 15.2% | E = -2.1 | F = 31.4%[activator] | G = ·

> COc1ccc(CNC(=O)N2CCCCC2c2nc(-c3ccncc3)n[nH]2)cc1 (centres undefined)
  A = -10.9% | B = -8.4% | C = -2.8% | D = 4.4% | E = -18.4 | F = 0.6% | G = i

> COCC(=O)N(C1CCOCC1)C1CCN(C(=O)Cc2ccc(C)cc2)CC1
  A = -9.3% | B = -9.6% | C = -4.8% | D = -7.0% | E = 0.0 | F = 9.7% | G = i

> COC(=O)c1cn([C@H]2CO[C@H]3[C@@H]2OC[C@H]3OC(=O)Nc2ccc(C(C)(C)C)cc2)nn1
  A = -0.8%[174 µM] | B = -1.8%[172 µM] | C = -9.0%[172 µM] | D = 0.1%[87.6 µM] | E = -8.7 | F = 50.6%[activator][87.6 µM] | G = 0.4%[88.5 µM]

> Cc1cccc(CN2CCC(N3CCCC(C(=O)NC4CC4)C3)CC2)c1 (centres undefined)
  A = 0.0% | B = 12.7% | C = i | D = -2.1% | E = -3.7 | F = 3.6% | G = 4.6%

> CCS(=O)(=O)N1C[C@@H](C(N)=O)[C@H](C2CCN(C)CC2)C1
  A = i | B = 4.5% | C = -2.2% | D = -2.4%[12.5 µM] | E = -4.1 | F = -6.9% | G = 1.8%

> COc1ccccc1-c1ccc2c(C(=O)NCc3ccc4c(c3)OCO4)nn(C)c2n1
  A = ? | B = · | C = -28.7% | D = 5.9% | E = 5.3 | F = 8.5% | G = -51.9%

> CN1CCN(C(c2ccc(Cl)cc2Cl)c2sc3nc(-c4ccco4)nn3c2O)CC1 (centres undefined)
  A = · | B = · | C = · | D = 2.8% | E = 2.2 | F = -6.7% | G = ·

> CC(CCc1ccccc1)NC(=O)CN1C(=O)NC2(CCCCC2)C1=O (centres undefined)
  A = -4.7% | B = -4.9% | C = 3.4% | D = -1.1% | E = 5.1 | F = -5.4% | G = i

> O=C(C1CC(=O)N(c2n[nH]c3cccc(F)c23)C1)N1CCN(c2cccc(Cl)c2)CC1 (centres undefined)
  A = -20.6% | B = 8.1% | C = -18.6% | D = 2.7% | E = -11.8 | F = 0.3% | G = i

> COc1cc(OC)cc(OCc2nc3c(n2Cc2ccccc2)C(=O)N(Cc2cccc(Cl)c2)CCN3)c1
  A = 22.4µM* | B = 0.5% | C = 39.8µM* | D = ? | E = -6.3 | F = -17.6% | G = i

> C=CC1(C)CC2CCC3C(C)(C(=O)O)CCCC3(C)C2=CC1=O (centres undefined)
  A = · | B = · | C = · | D = -10.6% | E = 9.8 | F = · | G = ?

> CN(CC1CCOC1)C(=O)Nc1ccc(F)cc1 (centres undefined)
  A = i | B = -6.8% | C = 10.1% | D = 3.5% | E = 23.6 | F = 10.2% | G = 4.4%

> COc1cccc(CNC(=O)Cc2c(C)c3cc4c(C)coc4cc3oc2=O)c1
  A = · | B = · | C = · | D = -9.1% | E = -18.7 | F = 32.5%[activator] | G = ·

> Cc1ccc(Nc2ccnc(N3CCCC(C(=O)N4CCOCC4)C3)n2)cc1 (centres undefined)
  A = ? | B = · | C = ? | D = -5.0%[12.5 µM] | E = -6.3 | F = -29.1% | G = i

> O=C(CCOc1ccccc1)N(Cc1cccnc1)c1nc2c(F)cccc2s1
  A = · | B = · | C = · | D = -11.4% | E = -4.4 | F = 10.1% | G = ·
